Source: PubChem BioAssay
SIAH1 antagonists: Siah-1 peptide-binding antagonists, primary screen, biochemical, fluorescence polarization, rhodamine-plectin, uHTS (AID 1817) | E3 ubiquitin-protein ligase SIAH1 (Homo sapiens) | Siah-1 / rhodamine-plectin peptide fluorescence polarization; higher % means a stronger effect | one-dose displacement, % at 20 µM; IC50 in µM for titrated hits | 290,000 compounds, 0.02% hits;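 active means displacement of at least 50% at 20 µM, with a fluorescence ratio check between 0.3 and a set limit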;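 further: plate controls were Siah plus tracer with DMSO for no effect and tracer alone without Siah for full effect; strong numbers were not always called active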
K1F lysis inhibition: inhibition of K1F phage lysis, E. coli UTI89, bacterial capsule biogenesis inhibitors, alamar blue (AID 488966); 340,000 compounds, 0.02% hits; one-dose inhibition, % at 100 µM; IC50 in µM for titrated hits; E. coli UTI89 K1F phage lysis, alamar blue, 2 h; higher % means a stronger effect;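 active means phage lysis inhibition, versus mean bacterial control, above a set limit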;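 further: capsule biogenesis inhibitors block K1F phage lysis so surviving cells raise fluorescence; higher fluorescence means more inhibition of phage lysis; actives were called in the ten point dose series up to 300 µM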
Lipid droplet: inhibitors of hepatocyte lipid droplet formation, primary screen, imaging, high-throughput imaging, BODIPY stain | inhibition, % at 6.5 µM | AML12 mouse hepatocytes, oleate lipid droplets | 240,000 compounds, 0.4% hits;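 active means lipid droplet intensity inhibited by at least 50%, with more than 500 cells counted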
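Assay system: AML12 hepatocytes (mouse) / Also added: 100 µM oleic acid challenge / Times: overnight treatment with compound plus oleate / Detection: high-content imaging of BODIPY-stained droplets and DAPI nuclei / Evaluation: % inhibition of lipid droplet signal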
Lipid droplet cells 6.5 µM: second read-out of Lipid droplet, no call of its own (marks repeat the call); cell count; measured here: cell count, cytotoxicity flag;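 cells counted across two imaged fields per well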
Starred values were filed as active, the others as inactive; & = joins results of further samples; [ ] = dose if it differs, or a comment.

The first six compounds, ahead of the listing:
SMILES	SIAH1 antagonists	K1F lysis inhibition	Lipid droplet	Lipid droplet cells 6.5 µM
CC(OC(=O)c1cc(S(=O)(=O)N(C)C)ccc1N1CCCC1)C(=O)NCc1ccccc1 (stereo not given)	0%	0.3%	-9	694
Cc1ccccc1NC(=O)CN1CCC(C(=O)c2ccc3c(c2)OCCO3)CC1	5%	-0.2%	4	760
COc1cn(-c2ccccc2)nc1C(=O)Nc1ccccc1	0%	-0.1%	4	832
CN1CCN(S(=O)(=O)c2ccc(Cl)cc2)CC1	1%	2.2%&1.1%	-5	784
COc1ccc(C(=O)CN2C(=O)NC3(CCCc4ccccc43)C2=O)c(OC)c1 (stereo not given)	-1%	-0.1%[50 µM]	-6	718
Cc1onc(-c2ccccc2)c1C(=O)Nc1ccc(S(=O)(=O)N2CCOCC2)cc1	-1%	0.3%	-9	809

The listing (from the top)
SMILES	SIAH1 antagonists	K1F lysis inhibition	Lipid droplet	Lipid droplet cells 6.5 µM
CC(OC(=O)c1cc(S(=O)(=O)N(C)C)ccc1N1CCCC1)C(=O)NCc1ccccc1 (stereo not given)	0%	0.3%	-9	694
Cc1ccccc1NC(=O)CN1CCC(C(=O)c2ccc3c(c2)OCCO3)CC1	5%	-0.2%	4	760
COc1cn(-c2ccccc2)nc1C(=O)Nc1ccccc1	0%	-0.1%	4	832
CN1CCN(S(=O)(=O)c2ccc(Cl)cc2)CC1	1%	2.2%&1.1%	-5	784
COc1ccc(C(=O)CN2C(=O)NC3(CCCc4ccccc43)C2=O)c(OC)c1 (stereo not given)	-1%	-0.1%[50 µM]	-6	718
Cc1onc(-c2ccccc2)c1C(=O)Nc1ccc(S(=O)(=O)N2CCOCC2)cc1	-1%	0.3%	-9	809
COc1ccc(C(C)NC(=O)c2ccncc2)cc1 (stereo not given)	2%	-0.1%	-14	802
C=CCn1c(SCC(=O)Nc2ccc(O)cc2)nc2sc(CC)cc2c1=O	-1%	-0.2%	4	686
COc1ccccc1CC(=O)Nc1ccc2[nH]ncc2c1	0%	-0.1%	2	805
C/C(=C\c1cccc(Cl)c1)C(=O)c1c(C)cc(C)[nH]c1=O	-3%	-0.1%	-2	856
COc1ccc(-n2c(=S)[nH]c3cc(C(=O)NCc4ccccc4OC)ccc3c2=O)c(OC)c1	2%	0.4%	-3	676
CCOC(=O)c1oc2ccccc2c1COC(=O)CNC(=O)c1ccccc1	-3%	0.7%[50 µM]	9	646
COc1cc(C2C3=C(CC(C)(C)CC3=O)N(C)C3=C2C(=O)CC(C)(C)C3)cc(Br)c1O	4%	0.1%	-11	780
CC(=O)N1N=C(c2ccccc2)CC1c1cccs1 (stereo not given)	7%	-0.4%[50 µM]	2	814
COc1ccc(N2CC(C(=O)Nc3ccc4c(c3)OCCO4)CC2=O)cc1 (stereo not given)	-1%	-0.1%	-13	787
COc1cc2c(cc1OC)C(c1ccccc1)N(C(=O)c1ccccc1)CC2 (stereo not given)	-1%	-1.5%	-6	818
O=C(Nc1ccc2c(c1)OCO2)c1cc(-c2ccccc2Cl)on1	4%	0.3%	0	734
Cn1c(=O)c2ccccc2n(CC(=O)NC2CCCC2)c1=O	10%	-1.0%	7	773
Cn1cc(C(=O)N2CCN(c3ccccc3)CC2)c(=O)c2cc(S(=O)(=O)N3CCOCC3)ccc21	10%	0.3%	-2	707
O=C(Cn1nc(-c2ccco2)ccc1=O)Nc1ccc(Br)cc1	1%	-0.1%	25	735
O=C(c1cc(-c2ccc(Br)cc2)on1)N1CCCCCC1	2%	0.0%	-3	784
COc1ccc(CNC(=O)CN(C)Cc2ccccc2F)cc1OC	9%	0.3%	-5	657
COc1ccccc1NC(=O)c1ccccc1S(=O)(=O)c1ccc([N+](=O)[O-])cc1	7%	2.1%	-8	787
COc1ccc(-c2noc(N3CCC(C(=O)NCc4ccc(F)cc4)CC3)n2)cc1	-1%	6.9%	17	775
CCOC(=O)c1ccc[n+](CC(=O)c2ccc(NC(=O)c3ccccc3)cc2)c1	-2%	-2.6%	1	835
COc1ccc(OC)c(CNC(=O)CCS(=O)(=O)c2ccc3c(c2)oc(=O)n3C)c1	4%	1.2%	-3	732
Cc1ccc(S(=O)(=O)N2CCC(N3CCC(C)CC3)CC2)cc1	5%	-0.1%	8	757
[N-]=[N+]=N[C@@H](CCN1CC[C@H](NC(=O)OCc2ccccc2)CCC1=O)c1ccccc1	-3%	-0.5%	-15	754
COc1ccccc1N1CCN(S(=O)(=O)c2ccc(Cl)cc2)CC1	-1%	0.1%	-13	406
COn1c(-c2ccccc2)nc2ncccc21	10%	0.3%	1	800
Nc1c(C=C2C=CC(=O)C=C2)c(=O)nc2sc(CC(=O)N3CCCCC3)nn12	-7%	0.5%	-1	732
CCOC(=O)C1(CCCc2ccccc2)CCN(S(C)(=O)=O)CC1	-2%	0.0%	-24	778
Clc1ccc(OCCN2CCOCC2)cc1	8%	0.1%	-3	792
CCN(CC)c1ccc(C(=O)Nn2cnc3ccccc3c2=O)cc1	-2%	0.2%	-16	791
CCN1CCN(c2cc(C)c3cc(NC(=O)CCC(=O)N4CCN(c5ccccc5)CC4)ccc3n2)CC1	2%	-0.2%	4	794
CCCCOc1cccc(C(=O)Nc2ccccc2N2CCCC2)c1	9%	1.0%[50 µM]	2	694
CC1(C)CC(NS(=O)(=O)c2ccc3ccccc3c2)CC(C)(C)N1	4%	-0.1%	2	752
COc1ccc(N2C(=O)N[C@@H](Cc3ccccc3)C2=O)cc1OC	8%	-0.2%	0	827
CC(=O)N1CCCc2cc(S(=O)(=O)N3CCCC(C(=O)NCc4ccccc4Cl)C3)ccc21 (stereo not given)	-3%	-0.1%	-2	706
COc1ccccc1C(=O)NCC(=O)OCCCOC(=O)CNC(=O)c1ccccc1OC	-5%	1.6%[50 µM]	-6	717

3 compounds from above, sorted by length of the SMILES, lowest first.
SMILES	SIAH1 antagonists	K1F lysis inhibition	Lipid droplet	Lipid droplet cells 6.5 µM
COc1ccc(N2C(=O)N[C@@H](Cc3ccccc3)C2=O)cc1OC	8%	-0.2%	0	827
COc1ccccc1C(=O)NCC(=O)OCCCOC(=O)CNC(=O)c1ccccc1OC	-5%	1.6%[50 µM]	-6	717
CCN1CCN(c2cc(C)c3cc(NC(=O)CCC(=O)N4CCN(c5ccccc5)CC4)ccc3n2)CC1	2%	-0.2%	4	794

Going on with the list.
SMILES	SIAH1 antagonists	K1F lysis inhibition	Lipid droplet	Lipid droplet cells 6.5 µM
O=C(Cn1ccc2ccccc2c1=O)NCC(=O)N1CCN(c2ccccc2F)CC1	16%	0.4%	-6	788
CC(=O)NC12CC3CC(C1)CC(C(=O)Nc1nc4ccc(F)cc4s1)(C3)C2	-1%	-0.3%	2	726
CC(C)(C)c1cc(C(=S)N2CCCC2)cc(C(C)(C)C)c1O	0%	0.5%	1	798
CCOc1cc(C(=O)NCc2ccc3c(c2)OCO3)cc(OCC)c1OCC	3%	0.0%	0	784
O=C(NCCn1c(C(F)(F)F)nc2cc(C(F)(F)F)ccc21)[C@H]1CCCN1c1nc(CN2CCCCC2)cs1	6%	0.8%	-4	761
CC(C)C(=O)N1CCN(c2ccccc2NC(=O)c2cccc3ccccc23)CC1	-2%	0.3%	-7	855
CCOCCCn1c(=S)[nH]c2cc(C(=O)N3CCN(c4ccccc4)CC3)ccc2c1=O	13%	0.0%	11	714
Cc1ccccc1C(=O)N1CCC(C(=O)Nc2ccccc2Cl)CC1	1%	0.2%[50 µM]	18	686
CCOc1ccc(CCNC(=O)CCNS(=O)(=O)c2ccc(Br)cc2)cc1OCC	4%	-0.1%	75*	686*
Clc1ccc(CN2CCN(c3ncccn3)CC2)cc1Cl	-3%	0.0%	8	793
O=C(NC(=S)NC1CCS(=O)(=O)C1)c1ccccc1 (stereo not given)	0%	0.2%	-2	634
O=S(=O)(NCc1ccco1)c1ccc(Cl)cc1Cl	2%	1.4%	-3	771
CCOC(=O)c1cc(S(=O)(=O)NC2CCC(C)CC2)cn1C (stereo not given)	4%	1.5%	11	679
CC(C)n1cc(CN2CCC(C(=O)Nc3cccc(-c4cscn4)c3)CC2)cn1	-3%	0.5%	1	745
Cc1ccc(C)c(N2CCN(C(=O)CCC(=O)Nc3nnc(CC(C)C)s3)CC2)c1	0%	2.3%	-8	691
Cc1ccc(OCC(=O)N(Cc2cccc(Cl)c2)C2CCS(=O)(=O)C2)cc1C (stereo not given)	-8%	0.5%	-18	706
COc1ccc(CCNc2ncnc3c2c(C)c(C)n3CCO)cc1OC	5%	0.1%	-6	416
COc1ccc2cc(CCNS(=O)(=O)c3ccc(NC(C)=O)cc3)c(=O)[nH]c2c1	-4%	0.3%	2	750
Cc1ccc(CNS(=O)(=O)c2ccc3c(c2)NC(=O)CS3)cc1	-6%	-0.1%	-4	747
COc1cc(C(C)=O)ccc1OCC(O)CN1CCN(c2ccc(C)cc2C)CC1 (stereo not given)	0%	-0.1%	-1	803
Cc1cccn2c(=O)c3cc(C(=O)NCCN4CCOCC4)c(=N)n(Cc4cccnc4)c3nc12	4%	-1.0%[50 µM]	-31	625
O=C(NCCS(=O)(=O)N1CCN(c2ccccc2F)CC1)c1cc(=O)c2ccccc2o1	0%	0.3%	32	740
COc1ccc(/C=C2/SC(=S)N(CC(=O)O)C2=O)cc1OCc1ccc(Cl)cc1	9%	-0.3%	18	790
CN(C)C1(CNC(=O)CC(NC(=O)c2ccccc2Cl)c2ccccc2)CCCCC1 (stereo not given)	1%	0.0%	-20	741
CCOc1ccccc1NC(=O)c1nnn(-c2ccc3c(c2)OCCO3)c1N	5%	0.1%	-20	740
COc1ccc(C(=O)N2CCCC(CO)(Cc3ccccc3C)C2)o1 (stereo not given)	0%	-0.5%[50 µM]	-5	669
O=C(Nc1ccc([N+](=O)[O-])cc1)C1COc2ccccc2O1 (stereo not given)	3%	3.1%	8	814
O=[N+]([O-])c1ccc(N2CCN(S(=O)(=O)c3ccccc3)CC2)cc1	-4%	0.2%	-9	790
CN(C)CCNC(=O)Cn1ccc2cc(S(=O)(=O)N3CCCCCC3)ccc21	2%	0.2%	-11	687
Cc1ccc(N2CCN(C(=O)c3nn(C)c4c3CS(=O)(=O)c3ccccc3-4)CC2)c(C)c1	-2%	0.3%	9	681
Cc1cc(C(=O)NCC(c2ccco2)N(C)C)ccc1[N+](=O)[O-] (stereo not given)	-5%	0.2%	-5	814
Cc1cc2occ(CC(=O)N(C)CC(=O)Nc3cccc(F)c3)c2cc1C	0%	0.2%	-4	777
CC1=NN(C(N)=S)C(=O)C1N=Nc1cccc([N+](=O)[O-])c1 (stereo not given)	3%	0.1%	13	842
Cc1ccc(C)c(N2CCN(S(=O)(=O)c3c(C)noc3C)CC2)c1	-1%	-0.1%	-11	743
COc1ccc(NC(=O)CCCCCn2nnc3ccccc3c2=O)cc1	0%	-0.9%[50 µM]	1	798
O=[N+]([O-])c1ccc(-c2nnc3cccc(Cl)n23)cc1	-3%	0.1%	16	736
COc1cccc(N2C(=NC(=O)c3ccccc3)SC3CS(=O)(=O)CC32)c1 (stereo not given)	-1%	0.1%	-10	710
Cn1c(SCC(=O)NCC2CCCO2)nc2c(c1=O)SCC2 (stereo not given)	0%	0.1%	-5	728
COc1cccc(CN(C)C(=O)c2cc(-c3cccs3)nc3ccccc23)c1	12%	0.0%	-23	813
COc1ccc(CNC(=O)CSc2nc(SC)ns2)cc1	5%	1.0%	-2	857
CCOC(=O)N1CCN(C(=O)c2c(Cl)cnn2C)CC1	6%	0.0%	5	670
Cc1ccc(OCc2ccc(C(=O)Nc3cc(C)on3)o2)c([N+](=O)[O-])c1	6%	-0.2%[50 µM]	-7	686
CN1CN(C)c2ccc([N+](=O)[O-])c3cccc1c23	-9%	1.6%[50 µM]	10	876
Cc1onc(-c2ccccc2)c1C(=O)N1CCN(S(=O)(=O)c2ccccc2C(F)(F)F)CC1	1%	0.3%	5	757
O=C(CCN1C(=O)/C(=C\c2ccco2)SC1=S)Nc1ccc(C(=O)O)c(O)c1	7%	0.1%	7	665
CC(=O)c1ccccc1OCC(O)CNC1CCCC1 (stereo not given)	2%	0.7%	-74	717
Brc1cccc(C2Nc3cccc4cccc(c34)N2)c1	35%	0.1%	3	849
CCOc1ccc(-n2c(-c3ccccc3)c[nH]c2=S)cc1	1%	-0.1%	-1	820
Cc1ccc(C(=O)NC(=S)NNC(=O)COc2ccc([N+](=O)[O-])cc2)cc1	-5%	1.1%	7	785
CCn1nnnc1SCC(=O)Nc1ccc(N(C)C)cc1	-2%	-0.5%	-6	835

The list continues.
SMILES	SIAH1 antagonists	K1F lysis inhibition	Lipid droplet	Lipid droplet cells 6.5 µM
CCOC(=O)CN1N=C(c2ccc(C)cc2)CCC1=O	3%	0.2%	12	813
COCC1CCN(C(=O)C2CCC(=O)N(C3CCCCCC3)C2)CC1 (stereo not given)	2%	0.2%	-22	678
CCOC(=O)C1CCCN(S(=O)(=O)c2c(C)noc2C)C1 (stereo not given)	1%	2.4%[50 µM]	5	818
C[C@H](NC(=O)c1cc2cc(Cl)ccc2n1C)C(=O)N1CCC(C(=O)O)CC1	-4%	0.0%[50 µM]	15	772
Cc1nn(C)c(Cl)c1CN1CCCC(C(=O)Nc2ccc(-c3cscn3)cc2)C1 (stereo not given)	3%	-0.1%	-3	865

Not all compounds are listed. The share of hits here may be higher or lower than overall.
